# Screens (PubChem BioAssay)
# NPY-Y1 PAM-ag = potentiators or agonists of human neuropeptide Y receptor Y1; P25929; NPY-Y1 expressing cells, potentiator/agonist activation; activation, % at 3.6 µM; 220,000 tested, 0.37% active; AID 1304; in the data active = activation above about 33%, passing the limit was not always enough;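 also: cells stimulated with NPY at EC10 then isoproterenol at EC100; 0% = low agonist plus stimulus and 100% = saturating agonist plus stimulus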
# S1P4 agonist = activates the human S1P4 receptor; S1P4-expressing cell line, agonist reporter assay; activation, % at 4.98 µM; 220,000 tested, 0.35% active; AID 1509; in the data active = activation above about 11%;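 also: 0% = DMSO vehicle and 100% = reference agonist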
# Target sequence (O95977 whole entry, looked up): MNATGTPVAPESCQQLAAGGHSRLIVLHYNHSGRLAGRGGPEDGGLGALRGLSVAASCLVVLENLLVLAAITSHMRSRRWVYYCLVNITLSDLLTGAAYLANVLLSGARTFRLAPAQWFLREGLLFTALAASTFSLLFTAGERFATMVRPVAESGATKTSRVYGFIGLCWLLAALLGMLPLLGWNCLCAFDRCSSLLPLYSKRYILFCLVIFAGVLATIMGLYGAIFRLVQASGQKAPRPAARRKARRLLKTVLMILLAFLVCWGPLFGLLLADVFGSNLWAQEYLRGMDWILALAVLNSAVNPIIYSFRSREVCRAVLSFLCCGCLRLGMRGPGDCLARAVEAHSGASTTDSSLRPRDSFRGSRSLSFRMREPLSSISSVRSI
# CHOP inh = blocks CHOP induction under ER stress. inhibition, % at 10 µM. CHO-K1 CHOP-promoter luciferase, tunicamycin-induced, 15-18 h. 220,000 tested, 3.8% active;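 active = compounds that reduced the stress-induced luciferase reporter signal by more than about 70% of percent inhibition, limit read from the data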;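 also: 0% = tunicamycin plus vehicle and 100% = wells without tunicamycin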
# BaF3 tox = counter-screen for JAK2V617F inhibitors: parental Ba/F3 viability inhibitors; CellTiter-Glo ATP luminescence; inhibition, % at 5.6 µM; 220,000 tested, 1.1% active;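 active = inhibition above a per-campaign cutoff, the mean inhibition of all tested compounds plus 3 SD, cut at about 27% in these data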;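 also: 0% = DMSO wells and 100% = JAK Inhibitor I control wells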
# NPY2 pot ag = potentiates or activates human NPY-Y2 receptor. cells expressing NPY-Y2, potentiator/agonist read-out. activation, % at 3.6 µM. 220,000 tested, 0.45% active; in the data active = activation above about 27%;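 also: cells stimulated with NPY near EC25 plus isoproterenol at EC100; 0% = vehicle plus submaximal agonist and 100% = vehicle plus saturating agonist; some results beyond the cut were filed as inactive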
# Target sequence (P49146 whole entry, looked up): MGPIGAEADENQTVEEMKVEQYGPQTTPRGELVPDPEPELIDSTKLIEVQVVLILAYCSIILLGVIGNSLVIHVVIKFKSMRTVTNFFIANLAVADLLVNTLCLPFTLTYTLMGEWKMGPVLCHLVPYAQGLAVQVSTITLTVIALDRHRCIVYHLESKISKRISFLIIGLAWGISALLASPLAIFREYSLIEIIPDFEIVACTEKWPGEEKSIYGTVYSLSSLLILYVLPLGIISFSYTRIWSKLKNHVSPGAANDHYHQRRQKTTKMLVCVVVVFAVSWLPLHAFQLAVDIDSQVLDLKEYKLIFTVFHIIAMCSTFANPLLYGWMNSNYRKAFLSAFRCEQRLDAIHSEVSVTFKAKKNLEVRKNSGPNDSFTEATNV
# S1P4 antagonist = human S1P4 receptor antagonism. inhibition, % at 4.98 µM. 220,000 tested, 0.26% active. S1P4-expressing cells, antagonist mode, reporter read-out. O95977; in the data active = inhibition above about 29%;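 also: 0% = wells stimulated with agonist and 100% = vehicle wells without agonist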
# NCF1 inh = inhibitors of human p47phox binding; p47phox/p22phox peptide binding, fluorescence polarization, 2 h; inhibition, % at 24.7 µM; AID 1274; 220,000 tested, 0.53% active;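 active = inhibition above about 30%, limit read from the data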;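 also: 0% = p47phox with labelled peptide and 100% = labelled peptide alone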
# Ba/F3 V617F tox = loss of viability in JAK2V617F-driven Ba/F3 cells. Ba/F3 EpoR-JAK2V617F viability, ATP luminescence. inhibition, % at 5.6 µM. 220,000 tested, 1.1% active;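 active = inhibition above the campaign mean plus 3 SD over all tested compounds, cut at about 24% in these data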;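 also: cytokine-independent growth of Ba/F3 cells driven by EpoR plus mutant JAK2; 0% = DMSO-treated cells and 100% = JAK inhibitor I control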
# NPY-Y1 antag = blocks the human neuropeptide Y Y1 receptor | 200,000 tested, 1% active | inhibition, % at 3.6 µM | HEK293-CNG Y1 cells, membrane potential fluorescence; NPY at EC95, then isoproterenol | AID 1040;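 active = inhibition above the campaign mean inhibition of all tested compounds plus 3 SD, cut at about 20% in these data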;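 also: 0% = DMSO wells given NPY plus isoproterenol and 100% = isoproterenol alone without NPY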
#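 Assay system: HEK293 Y1/CNG channel cell line; Doses: single compound dose of 3.6 µM, 0.4% DMSO; Timing: dye 3 h, compound 60 min room temperature, stimulation 45 min; Technique: Membrane-potential fluorescent dye readout; Measure: % inhibition of NPY effect.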
# Numbers without * were called inactive; . = not tested or not shown.
# The line under a structure holds: NPY-Y1 PAM-ag	S1P4 agonist	CHOP inh	BaF3 tox	NPY2 pot ag	S1P4 antagonist	NCF1 inh	Ba/F3 V617F tox	NPY-Y1 antag
c1ccc(-c2nc(N3CCOCC3)c3ccccc3n2)nc1
→ -0.6	-0.4	21.0	-1.1	9.3	6.3	8.5	-2.1	-1.6
S=C1SCN(CC2CC2)CN1CC1CC1
→ -6.5	1.7	-68.3	0.8	-6.1	-3.2	-13.4	-2.7	.
CCCSc1ncccc1C(=O)O
→ 13.1	1.5	-2.6	3.1	15.8	-3.0	-1.3	-4.5	.
O=C(COC(=O)c1ccc(O)cc1)Nc1cccc(S(=O)(=O)NC2=NCCCCC2)c1
→ 16.6	-0.4	21.4	-0.7	-8.7	-9.3	-14.2	-1.1	.
CCN(CC)S(=O)(=O)c1ccc(N2CCOCC2)c(NC(=O)c2cnccn2)c1
→ -18.4	0.6	-16.5	3.9	6.8	-2.6	-10.2	-1.1	0.6
COc1ccc([N+](=O)[O-])cc1NC(=O)CCN1CCN(CCO)CC1
→ -12.3	0.7	5.2	10.7	-3.6	-4.4	-3.4	0.7	-3.7
O=C(O)c1cc(NC(=O)C2CCCO2)cc(NC(=O)C2CCCO2)c1 (stereo not given)
→ -11.1	-0.3	6.7	-2.6	-5.4	-17.9	-13.3	-2.0	-3.5
O=C(/C=C/c1ccc(S(=O)(=O)N2CCOCC2)cc1)OCC(=O)c1ccc([N+](=O)[O-])cc1
→ 12.7	-0.5	4.7	-3.6	-22.2	-9.6	-17.2	-3.8	.
O=C(O)C1CCN(c2ccccc2[N+](=O)[O-])CC1
→ -29.9	0.1	9.3	4.1	-6.5	-11.6	-4.8	3.4	-2.8
O=S(=O)(NCc1ccco1)c1ccc(S(=O)(=O)N2CCCCC2)cc1
→ 23.3	3.1	25.9	1.7	17.0	-13.8	-11.0	-1.2	-7.3
Nc1ncc(-c2cc3ccccc3oc2=O)s1
→ 0.6	0.8	-12.6	11.4	-2.1	-5.1	-7.7	6.8	-2.4
COc1cccc(NS(=O)(=O)c2ccc(S(=O)(=O)N3CCOCC3)cc2)c1
→ -8.9	0.9	-14.4	4.5	-17.3	-5.3	-9.1	0.4	1.8
CC(C)c1ccc(/C=C2\CC/C(=C\C=N\N(C)C)C2=O)cc1
→ 10.8	2.0	16.2	6.2	-8.6	27.8	76.4*	1.4	-1.8
CN(c1ccccc1C(=O)NCC1CCCO1)S(C)(=O)=O (stereo not given)
→ 15.4	-1.0	9.6	6.9	-4.4	-12.1	-58.9	5.1	-0.7
O=C(CCSc1nnc(-c2ccncc2)o1)Nc1cccc(Cl)c1
→ 2.1	1.2	22.2	1.9	9.7	-0.5	-6.5	-3.8	3.7
C=CCOn1c(C)c(C(C)=O)c2c3no[n+]([O-])c3ccc21
→ -6.3	0.2	22.4	8.6	-15.8	-15.8	-1.1	5.5	4.4
COc1ccc(C(=O)Nc2ccc3oc(Cc4ccc(Cl)cc4)nc3c2)cc1OC
→ 4.7	-0.2	-33.9	0.5	-1.8	-23.1	-34.9	-1.6	-0.5
COc1cccc(-c2ccc(=O)n(CC(=O)Nc3ccc(S(=O)(=O)NCC(C)C)cc3)n2)c1
→ -8.6	2.3	-42.0	5.3	1.6	6.2	-18.0	2.3	-2.2
O=C(COC(=O)CSc1ccc2ccccc2c1Br)NC1CC1
→ -38.4	1.8	0.6	0.4	-30.9	-11.3	1.2	1.9	25.1*
Cc1ccc(C(=O)CSc2nnc(-c3cccs3)n2C)o1
→ -3.4	0.2	18.9	0.9	0.5	-19.3	-7.4	-3.3	-2.2
Cc1ccc(NC(=O)CCS(=O)(=O)c2ccccc2)cc1S(=O)(=O)N1CCOCC1
→ 21.5	0.6	-3.2	5.2	-0.9	14.6	-1.4	-1.5	-0.2
CCOc1cc(N2CCOCC2)c(OCC)cc1NC(=O)COC(=O)c1ccccc1C
→ 0.3	-0.4	14.7	3.0	-0.5	-7.8	-5.0	-5.1	17.0
COc1ccc(C(=O)NC(=S)N2CC(C)OC(C)C2)cc1 (stereo not given)
→ -14.1	1.5	0.7	5.0	10.9	-21.2	-20.4	0.1	7.9
Cc1cccc(C(=O)N2CCCN(C(=O)c3cccc(C)c3)CC2)c1
→ 5.3	3.9	6.0	2.1	-6.9	-1.9	1.2	-4.4	5.3
CS(=O)(=O)c1ccc(Sc2nc3ccccc3s2)c([N+](=O)[O-])c1
→ -11.0	0.8	6.3	45.5*	-1.6	3.0	-1.2	65.6*	-2.0
CC1(C)Cc2c(sc(/N=C/N3CCCCCC3)c2C#N)C(C)(C)N1
→ -32.7	2.0	-6.6	3.7	-10.1	16.9	-7.4	0.8	14.0
CCN(CC)S(=O)(=O)c1cccc(-c2nnc(SCC(=O)NC)n2N)c1
→ 12.9	1.4	-2.1	6.3	0.4	-11.0	-9.9	-0.3	4.8
Nc1nc(SCC(=O)NC2CCCC2)[nH]c(=O)c1NC(=O)c1cccs1
→ 9.1	-0.4	-0.3	-1.1	4.3	-11.2	-11.0	0.3	.
Cn1c(SCC(=O)c2ccc3c(c2)Cc2ccccc2-3)nnc1-c1cccc(N)c1
→ -11.7	0.5	93.5*	5.3	4.3	-4.0	3.9	-2.3	5.6
O=C(CN1CCN(c2ccccc2)CC1)Nc1ccc2c(c1)CCC2
→ -32.4	-0.2	62.8	1.1	-19.6	-9.4	-18.3	-3.0	3.7
Cc1ccc(S(=O)(=O)Nc2ccnc3ccccc23)cc1
→ -1.1	2.1	31.6	5.6	11.7	-22.0	-7.2	-1.0	-0.1
O=C(NCCC1=CCCCC1)C(=O)NCC1OCCCN1S(=O)(=O)c1ccccc1 (stereo not given)
→ 12.3	1.1	24.3	6.8	6.3	-8.6	-12.9	0.6	-3.5
CC(C)(C)OC(=O)NNC(=O)C12CC3CC(CC(C3)C1)C2
→ 3.8	3.6	-2.8	1.6	-4.1	-24.4	-26.6	-1.9	-4.4
CCCOC(=O)Nc1ccc(S(=O)(=O)Nn2cnnc2)cc1
→ -1.1	1.9	-7.8	8.2	-15.7	-5.3	2.4	4.6	-0.5
Cc1ccc(S(=O)(=O)Cn2nnnc2C(C(C)C)N2CCN(C(=O)c3ccco3)CC2)cc1 (stereo not given)
→ -29.5	2.0	.	6.2	-9.7	4.9	.	1.3	-6.0
O=c1[nH]nc(CNc2ccc(OC(F)(F)F)cc2)c2ccccc12
→ -11.3	0.4	13.6	2.5	-3.8	-9.3	15.3	-1.9	5.7
CCN(CC(=O)NCc1cccs1)C(=O)c1ccccc1F
→ 7.1	1.9	7.0	2.4	-1.0	-11.2	-4.7	-1.5	3.7
CC1Cc2ccccc2N1S(=O)(=O)c1cccc(C(=O)OCC(=O)NCc2ccco2)c1 (stereo not given)
→ 24.4	0.8	17.5	-3.4	22.9	4.6	-5.1	-2.2	.
Oc1ccc(NCc2cccc(OCc3ccc(F)cc3)c2)cc1
→ -12.2	-1.7	-4.6	6.4	-11.8	-0.2	11.4	2.0	-0.8
Cc1cccc(-n2c(CNC(=O)c3cccc([N+](=O)[O-])c3C)n[nH]c2=S)c1
→ -10.9	-0.9	7.7	4.3	-13.8	-30.5	-4.2	3.7	2.6
O=C(NCc1ccco1)C1c2ccccc2Oc2ccccc21
→ -4.6	1.9	19.0	10.3	-1.8	5.5	-28.5	-0.6	-1.9
CC(Sc1ccc(Cl)cc1)C(=O)NCc1cccnc1 (stereo not given)
→ 10.1	-3.1	-10.5	4.6	-0.3	3.4	-2.2	-1.5	9.2
CCn1nc(C)c(/C=N/NC(=O)Cn2nnnc2N)c1C
→ -0.2	-0.8	2.7	-2.3	6.1	18.3	-10.0	-0.6	.
O=S(=O)(c1ccc(Oc2ccc(S(=O)(=O)N(CCO)CCO)cc2)cc1)N(CCO)CCO
→ 7.0	-1.6	-16.1	0.5	1.5	-11.3	5.4	-3.4	2.7
Cc1ccccc1Oc1nnc(-c2cccs2)c2ccccc12
→ 11.1	2.2	55.6	-1.1	9.1	-8.6	0.2	-0.7	6.0
Cc1cc(NC(=O)CSc2nnc(C(C)N(C)C)n2Cc2ccccc2)no1 (stereo not given)
→ -9.1	1.2	17.9	1.0	-0.8	-8.0	-14.1	-0.6	2.1
CCn1c(C)nc2cc(S(=O)(=O)N3CCCCC3)ccc21
→ 14.6	0.4	31.7	1.8	9.0	-3.9	-8.1	-3.9	2.4
CN1N=C(c2ccc(F)c(F)c2)CSC1=NCc1ccccc1
→ -14.7	0.4	15.2	4.6	-7.6	-17.9	-8.3	-2.1	13.7
Oc1ccc2ccccc2c1CNn1cnnc1
→ 7.5	-2.0	12.2	6.2	-0.8	-39.9	-10.0	-1.3	3.1
CC(C)(C)c1ccc(C(=O)N/N=C2\C3CN4CCN(C3)CC2(c2ccccc2)C4)cc1
→ -16.4	-2.0	15.0	7.7	-12.4	-5.7	-14.8	-0.4	2.7
OC(CNCC#Cc1ccccc1)c1ccccc1 (stereo not given)
→ -0.3	-2.6	-20.1	-0.1	-4.8	-2.9	-3.7	-1.6	9.7
CCCn1ncc(/C=N/O)c1C
→ -0.8	3.2	17.7	2.4	-4.4	-24.1	0.6	2.4	.
O=C(Cn1c(=O)sc2ccccc21)NCc1ccco1
→ 2.7	0.0	3.2	-1.7	6.7	-3.1	-9.0	-3.9	5.7
COc1cc(NC(=O)c2ccc(F)cc2)c(OC)cc1Cl
→ -35.1	0.1	28.4	2.6	-0.2	-15.5	-4.6	-0.5	6.0
Cc1ccc(C(=O)NNC(=S)Nc2cccc(Cl)c2Cl)cc1[N+](=O)[O-]
→ 11.6	-3.0	-1.4	-0.3	1.3	5.8	-3.5	-1.3	8.2
CCc1[nH]nc(C(=O)N2CCCC(CNS(=O)(=O)c3cccs3)C2)c1C (stereo not given)
→ 4.5	-1.0	8.1	6.5	-4.0	-11.5	6.5	1.7	-2.5
O=C(NCc1ccco1)C(c1ccccc1)N(Cc1ccccc1)C(=O)Cn1nnc2ccccc21 (stereo not given)
→ -29.0	-0.2	37.6	4.0	2.2	-24.8	-2.8	-0.5	3.6
CCc1sc(N(C(=O)Cc2ccccc2)c2cccc(F)c2)nc1-c1ccc(C)cc1
→ 3.4	0.1	30.0	-1.6	-5.3	-6.7	-10.0	-4.8	-0.9
Cc1ccccc1OCCNC(=S)Nc1ccccc1
→ -15.8	0.0	4.0	-2.8	0.1	3.3	-15.9	-0.9	2.1
S=C(Nc1ccc(Br)cc1)NC1CCCCC1
→ 10.6	0.0	-9.1	2.6	8.7	-14.9	-11.0	-1.8	-4.0
Cc1cc(C)n2cc(CSc3ncn[nH]3)nc2n1
→ -17.3	-1.4	0.0	-0.4	0.8	-3.5	4.1	-0.3	6.7

# Retrieved one by one from the list above (2):
# The line under a structure holds: NPY-Y1 PAM-ag	S1P4 agonist	CHOP inh	BaF3 tox	NPY2 pot ag	S1P4 antagonist	NCF1 inh	Ba/F3 V617F tox	NPY-Y1 antag
CCCSc1ncccc1C(=O)O
→ 13.1	1.5	-2.6	3.1	15.8	-3.0	-1.3	-4.5	.
CN1N=C(c2ccc(F)c(F)c2)CSC1=NCc1ccccc1
→ -14.7	0.4	15.2	4.6	-7.6	-17.9	-8.3	-2.1	13.7
